NR2E3 ag-1 – human photoreceptor-specific nuclear receptor agonism | Q9Y5X4 | CHO-S Gal4-NCOR/VP16-NR2E3 two-hybrid, luciferase | inhibition of corepressor binding, % at 3.98 µM | hit rate 0.35% among 360,000 | AID 602229;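 active = inhibition above the mean of all tested compounds plus 3 SD, cut at about 70% in these data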;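 note: 0% = DMSO with NR2E3 transfected cells and 100% = cells lacking NR2E3 construct; higher means lower luciferase signal from less NR2E3 corepressor binding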
Target sequence (Q9Y5X4 whole entry, looked up, the tested form may be a part): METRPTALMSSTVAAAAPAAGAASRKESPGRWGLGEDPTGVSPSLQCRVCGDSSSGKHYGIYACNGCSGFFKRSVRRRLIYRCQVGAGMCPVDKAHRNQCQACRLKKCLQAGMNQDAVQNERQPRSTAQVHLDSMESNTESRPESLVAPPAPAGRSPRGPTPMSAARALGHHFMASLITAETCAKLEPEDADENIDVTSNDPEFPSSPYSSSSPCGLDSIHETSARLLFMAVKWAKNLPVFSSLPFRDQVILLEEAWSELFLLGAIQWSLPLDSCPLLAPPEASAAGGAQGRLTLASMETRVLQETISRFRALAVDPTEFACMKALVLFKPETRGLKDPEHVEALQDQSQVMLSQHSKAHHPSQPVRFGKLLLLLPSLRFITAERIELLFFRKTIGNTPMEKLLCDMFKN
CaV13 ICDI inh – Disruptors of the CACNA1D IQ motif to Ca2+-dependent inactivation inhibitor domain association, primary screening, Förster resonance energy transfer in intact living … | HEK cells, CFP/YFP FRET ICDI-IQ, plate reader, 10 min; percent FRET-ratio fall versus neutral wells | inhibition, % at 12.3 µM | hit rate 0.098% among 340,000 | AID 743397;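 active = mean replicate inhibition of at least 30% and at least 1% of replicates passing that level; inconclusive = only one of the two criteria is met; inactive = neither criterion is met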;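 note: 0% = median of the neutral control wells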
NR2E3 ag-2 – activates human photoreceptor nuclear receptor NR2E3. GST-NR2E3/biotin-RetCOR TR-FRET, 1536-well. inhibition of corepressor binding, % at 4.78 µM. hit rate 0.12% among 320,000. AID 2300;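 active = percent inhibition above the cutoff of mean plus 3 SD of all tested compounds, set per screening campaign, cut at about 20% in these data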;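 note: 0% = DMSO wells and 100% = biotin wells as full block of FRET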
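System: GST-tagged NR2E3 plus biotinylated RetCOR corepressor; Buffer or medium: pH 7.5 Tris-based buffer; Probe or stimulus: RetCOR corepressor, biotinylated, 7 nM; Doses: compound at 4.8 µM, single dose; Schedule: 5 h incubation at 4 °C; Technique: time-resolved FRET; Evaluation: percent inhibition of TR-FRET ratio; Replication: one well per compound, singlicate testing.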
Vif inh – blocks HIV Vif function | hit rate 0.35% among 340,000 | HEK293T cells, Vif self-association by quenched fluorescence, imaging, 24 h | inhibition, % at 7.49 µM | AID 602346; in the data active = inhibition above about 50%, passing the limit was not always enough; inconclusive = no clear call, values can overlap the other calls; inactive = below about 31%; note: some results filed as inactive read as strong as hits
Peg3 promoter – inhibitors of Peg3 promoter. hit rate 1.7% among 360,000. AID 588405. inhibition, % at 20 µM. HeLa PEG-Prom luciferase reporter, luminescence, overnight;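 active = inhibition of at least 50% at 20 µM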
aDG glyco up – increases alpha dystroglycan glycosylation. hit rate 0.22% among 360,000. activation, % at 10 µM. Pro5-aDG cells, alpha-DG glycosylation AlphaScreen (IIH6); 0% Pro5, 100% B10-LARGE cell signal;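 active = activation of at least 8% versus controls, or a plate z-score of at least 8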;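 note: Pro5 are CHO cells carrying HIG-tagged alpha-DG that lacks glycosylation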
TRPM1 prom inh – MITF TRPM1 promoter inhibition in SK-MEL-5 cells; hit rate 0.83% among 330,000; inhibition, % at 12.5 µM; SK-MEL-5 TRPM1 promoter luciferase, 24 h;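 active = mean inhibition across replicates of 60% or more, whatever share of single replicates reaches that level; inconclusive = some that reach 60%, reason not given; inactive = mean inhibition across replicates below 60%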; note: values of inactives mirror those of a sister screen read the other way
hiPSC survival – enhancers of human iPSC single-cell survival; AID 602274; survival enhancement, % at 20 µM; hiPSC single-cell survival, ATPlite luminescence; 100% = ROCK inhibitor wells, 0% = DMSO; hit rate 0.044% among 360,000; in the data active = survival enhancement above about 18%;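 note: cells exposed to compounds for 16 hours before the ATP read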
Granule exo inh – lytic granule exocytosis inhibition | AID 651702 | TALL-104 LAMP-1 surface exposure, flow cytometry; cells stimulated with thapsigargin and PMA | inhibition, % at 10 µM | hit rate 0.66% among 360,000;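 active = inhibition above about 55%, limit read from the data; inconclusive = no clear call, values can overlap the other calls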
PDI inh – inhibitors of human protein disulfide isomerase; P07237; PDI insulin aggregation turbidity, A650, 90 min; inhibition, % at 10 µM; hit rate 0.052% among 350,000; AID 588391;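 active = mean inhibition across replicates of 30% or more, whatever share of single replicates reach that level; inconclusive = mean inhibition below 30% while every single replicate reaches 30%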;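 note: absorbance from insulin aggregation driven by PDI reduction with DTT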
Target sequence (P07237 whole entry, looked up): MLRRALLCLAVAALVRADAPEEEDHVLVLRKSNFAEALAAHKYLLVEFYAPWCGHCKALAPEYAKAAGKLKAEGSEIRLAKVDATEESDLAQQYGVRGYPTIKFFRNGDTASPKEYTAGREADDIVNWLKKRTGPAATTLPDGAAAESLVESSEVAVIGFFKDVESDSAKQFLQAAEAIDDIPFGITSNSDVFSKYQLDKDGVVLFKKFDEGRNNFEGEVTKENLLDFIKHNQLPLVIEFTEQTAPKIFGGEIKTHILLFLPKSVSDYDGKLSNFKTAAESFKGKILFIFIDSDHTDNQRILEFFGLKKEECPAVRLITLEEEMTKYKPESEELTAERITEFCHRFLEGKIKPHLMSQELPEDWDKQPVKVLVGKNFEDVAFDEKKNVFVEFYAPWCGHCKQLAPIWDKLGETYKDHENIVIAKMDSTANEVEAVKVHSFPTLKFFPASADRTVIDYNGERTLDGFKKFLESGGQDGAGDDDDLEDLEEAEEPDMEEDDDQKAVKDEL
HIF-2a block – inhibitors of HIF-2a; AID 624352; 786-0 RCC cells HIF-2a reporter, luciferase luminescence, overnight; inhibition, % at 18.8 µM; hit rate 0.72% among 360,000;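 active = inhibition of the luminescence signal of 40% or more relative to plate controls, in a single-dose primary screen at 18.75 µM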
Active calls of the source: *; ? = inconclusive; / = not tested or not shown.

SMILES	NR2E3 ag-1	CaV13 ICDI inh	NR2E3 ag-2	Vif inh	Peg3 promoter	aDG glyco up	TRPM1 prom inh	hiPSC survival	Granule exo inh	PDI inh	HIF-2a block
Cc1ccc(SCC(=O)Nc2cccc(C)c2)cc1	-14	-6	1	-1	-99	-0.1	-19	0.1	2	6	-154
O=C1CSC(=S)N1c1cccc(F)c1	-10	8	6	-4	32	0.0	29	-0.1	-2	14	24
CCCC(O)(c1ccc(OC)cc1)C(CN1CCOCC1)c1ccccc1 (configuration not stated)	2	-7	-1	1	15	0.4	-2	-0.5	-1	3	15
O=C(NCc1ccccn1)c1ccccc1-c1ccccc1	0	-5	-2	0	11	-0.2	9	1.6	12	3	18
C=CCc1cc(Cl)ccc1OCCCNC(C)C	-42	-8	1	4	-3	0.8	-15	-2.0	0	-4	5
O=C(O)CCCNc1n[nH]c(=O)[nH]c1=O	-15	-7	3	-10	29	0.3	-7	1.0	-2	-5	11
Cn1c(=O)c2c(nc(CN3CCOCC3)n2CCN2CCOCC2)n(C)c1=O	0	-5	1	-9	22	0.1	8	-0.2	-2	1	-1
COCCn1c(SCC(=O)NCC2CCCO2)nc2c(c1=O)SCC2 (configuration not stated)	-39	-3	2	-1	-3	0.2	-6	0.8	4	-2	3
COc1cc(NC(=O)[C@H](C)NC(=O)N2CCn3c2nc2ccccc23)cc(OC)c1	2	-3	-1	0	33	-0.3	9	0.8	-1	1	18
O=C(Cn1cc(SCc2ccccc2Cl)c2ccccc21)N1CCOCC1	-121	-7	-2	-8	-231	0.1	-30	-0.8	-4	5	-185
Cc1cc(N=NC(=O)c2ccccc2)ccc1O	4	-4	-1	3	-53	-0.2	2	0.5	10	2	-6
CC(C)CCNC(=O)NC(=O)CN1C(=O)NC2(CCCCC2)C1=O	-18	-5	3	?	8	-0.1	-8	-1.3	0	-4	18
COc1ccc(NC(=O)COc2ccc(/C=N/O)cc2OC)cc1	-5	7	0	3	-223	-0.1	-88	-0.2	-4	4	-233
CCOCCCNC(=O)C(NC(=O)c1ccc(=O)[nH]c1)c1ccc(Cl)cc1 (configuration not stated)	-27	-5	2	3	4	-0.2	-2	0.2	-4	14	4
COc1cc(-n2c(=O)c3ccccc3n(CC(=O)c3ccc(Br)cc3)c2=O)cc(OC)c1OC	-22	4	1	-3	28	-0.2	-5	-0.6	1	2	18
COc1cccc(-c2nnc(N)o2)c1	-24	-13	-1	-2	-50	0.2	-12	-0.4	-1	-5	-48
O=C(/C=C/c1ccccc1)N(c1ccccn1)C1CCCCC1	7	-3	-1	/	6	-0.2	3	-1.2	2	8	15
CCn1c(/C=C/Nc2ccccc2)[n+](CC)c2ccc(Cl)cc21	-8	-4	0	4	24	0.2	-6	-0.4	-1	-1	17
COc1ccc(S(=O)(=O)N(C(=O)c2ccncc2)c2ccc3oc4c(c3c2)CCCC4)cc1	-18	-4	-5	-3	45	-0.4	4	0.3	-3	-1	20
Cc1ccc(N2CC(O)CSC2=Nc2ccccc2)cc1 (configuration not stated)	20	-7	/	-1	-17	-0.1	/	-1.6	-10	-8	0
N=C1C(c2ccccc2)=C(O)CN1NC(=O)c1ccc(Cl)cc1	13	-4	3	-7	5	0.4	9	-1.3	-12	-2	1
CCOc1ccc(C(C)=O)cc1NC(=O)/C=C\C(=O)O	-26	-7	0	-2	-2	-0.3	-4	-0.4	-5	-3	12
Cc1cc(C)n(-c2nc3ccccc3nc2Nc2ccc(CC(=O)O)cc2)n1	4	-8	-6	-5	0	-0.1	10	0.8	1	-3	-8
CCn1c2ccccc2c2cc(NC(=O)CCCN3C(=O)CCC3=O)ccc21	6	-1	4	1	-20	-0.1	-4	-0.8	-3	1	0
CO[C@H]1C=CO[C@@]2(C)Oc3c(C)c(O)c4c(O)c(c(C=NN5CCN(C)CC5)c(O)c4c3C2=O)NC(=O)C(C)=CC=C[C@H](C)[C@H](O)[C@@H](C)[C@@H](O)[C@@H](C)[C@H](OC(C)=O)[C@@H]1C	12	-6	0	4	13	-0.2	16	0.5	0	8	8
Cc1nc2ccc(NC(=O)CCC3CCCC3)cc2s1	-56	-6	-1	-7	-281	0.1	-74	1.0	0	-7	-225
COc1cccc(Nc2nc(C(N)CO)cs2)n1 (configuration not stated)	12	-6	/	-2	6	-0.1	/	4.6	-4	0	9
Nc1ccccc1C(=O)NNc1ncc(C(F)(F)F)cc1Cl	-23	-4	3	-5	-13	-0.1	1	0.1	6	-5	0
CC(C)OP(=O)(c1ccc(N(C)C)cc1)C(O)c1ccccc1F (configuration not stated)	-3	-4	0	1	-7	-0.1	-1	7.7	-4	2	4
CN(/N=C/c1cc(Br)cc(Br)c1O)c1cccc(C(F)(F)F)n1	10	-20	-3	2	57*	0.7	4	-0.5	-4	7	13
COc1ccccc1N(CC(=O)NC1CCCC1)C(=O)CCC(=O)Nc1ccccn1	-5	-7	-2	21	-5	-0.2	3	0.4	-1	6	9
Cc1cccc(NC(=O)C(C)C(=O)c2ccccc2)c1 (configuration not stated)	-19	3	/	-5	13	0.0	-31	-0.2	2	4	7
O=C1OC(N2C(=O)CC[C@H]2C(=O)Nc2ccc3c(c2)OCO3)c2ccccc21 (some centres not stated)	0	/	-1	0	-32	-0.2	4	2.3	3	/	-23
Cc1cccc(C(=O)N/N=C/c2ccc(OC3CSC3)cc2)c1	-4	-10	-1	-7	-45	0.1	-6	-2.8	3	-21	-64
CC(=O)NC(Cc1ccccc1)C(=O)NC1CCN(c2ncccc2[N+](=O)[O-])CC1 (configuration not stated)	-4	-4	-1	4	3	0.0	8	-1.1	-12	2	22
O=C(N/N=C/c1ccccn1)c1cccc(S(=O)(=O)N2CCCC2)c1	-9	0	1	13	10	0.1	-3	0.8	1	-5	16
CCN(CC)c1nc(N)c2c(N)n(-c3ccccc3C)c(=S)c(C#N)c2c1C#N	-6	-4	1	5	15	-0.2	-2	4.5	-1	2	-9
CCCOc1ccc(-c2cc3onc(-c4ccccc4)c3c(=O)n2C)cc1	-41	-5	/	-1	-97	0.9	-37	-1.9	-4	2	-98
CCCCn1c(N)c(N(CC(C)C)C(=O)C2CSC3(C)CCC(=O)N23)c(=O)[nH]c1=O (configuration not stated)	-2	-6	-1	17	-6	0.3	-3	-0.4	5	2	22
O=C(CCCN1C(=O)/C(=C/c2cccs2)SC1=S)Nc1cc([N+](=O)[O-])ccc1O	2	-15	2	-2	-14	0.0	8	-0.6	-2	-9	5
c1ccc(Cc2ccc(OCCN3CCOCC3)cc2)cc1	-34	2	1	4	-91	0.0	-10	0.5	-5	-10	-86
O=C(c1nc2ccccn2c1CNCCn1ccc2ccccc21)N1CCOCC1	-9	-4	-4	/	6	-0.1	-6	-0.3	12	1	8
Cc1ccccc1NC(=O)/C(C#N)=C/c1ccccc1C(F)(F)F	-8	-5	0	0	-2	0.0	-8	0.7	6	21	15
CCOc1cc(S(=O)(=O)N2CCN(C(=O)c3ccco3)CC2)ccc1F	3	3	3	10	20	0.2	-3	0.5	-6	-2	24
CCOC(=O)CCC(=O)N1CCOCCN(C(=O)CCC(=O)OCC)CCOCC1	-5	-4	-2	30	11	-0.4	11	-2.1	-1	2	17
COc1ccc(Cl)cc1N/C(N)=N/c1nc(CSc2ccc(C)cc2)cc(=O)[nH]1	-14	-2	-2	1	4	1.3	3	-1.0	9	-1	-12
COc1ccc(CN(C)C(=O)CCN(c2ccccc2)S(=O)(=O)c2ccc(C)cc2)c(OC)c1	-16	-6	-1	6	18	0.0	6	-0.3	-2	10	18
C[C@@H]1COc2cc(N3CCSCC3)ccc2S(=O)(=O)N1	-3	-3	/	/	/	0.0	/	-0.1	-2	/	-12
O=C(O)c1ccccc1C(=O)Nc1ccc(S(=O)(=O)Nc2ccc(F)cc2)cc1	12	-14	1	-1	4	0.2	-6	-0.1	-2	-9	11
N=c1c2c(-c3ccccc3)c(-c3ccccc3)n(Cc3ccco3)c2ncn1CCCn1ccnc1	-8	-6	1	6	66*	2.2	88*	-3.5	19	-20	69*

Next entries.
SMILES	NR2E3 ag-1	CaV13 ICDI inh	NR2E3 ag-2	Vif inh	Peg3 promoter	aDG glyco up	TRPM1 prom inh	hiPSC survival	Granule exo inh	PDI inh	HIF-2a block
Cn1c(=O)c2sccc2n2c(CCCC(=O)Nc3ccccc3)nnc12	-10	-7	-1	-6	8	0.0	-3	0.3	-1	-3	9
O=C(COC(=O)CCNS(=O)(=O)c1cccs1)Nc1ccccc1	-23	-6	3	0	-2	-0.4	-3	0.0	-2	2	-8
COc1ccc([C@H](OC)[C@@]2(Cc3ccc(O)cc3)N=C(N)N(C)C2=O)cc1	-1	-5	-4	-1	13	-0.1	-1	4.8	2	-2	6
Cc1nc2ccc(Cl)cc2nc1C	-14	-4	3	-7	12	0.0	8	-0.3	4	1	15
CN(CC(=O)Nc1c(Cl)cccc1Cl)C(=O)Cc1ccc(S(=O)(=O)N2CCOCC2)s1	-15	-10	0	3	1	-0.3	11	-0.1	2	8	2
O=C(CSc1nnc(-c2ccncc2)n1-c1ccccc1)Nc1ccc(C(=O)O)cc1	1	0	6	-3	3	0.4	-1	-0.1	0	-4	-2
CCOC(=O)c1c(C)n(CCOc2ccccc2)c2ccc(O)cc12	-6	-6	2	4	-2	0.3	8	-0.4	0	4	20
O=C1C(=NO)CCc2ccccc21	-14	-5	/	-4	-25	2.4	24	-2.4	1	-29	-93
C[C@H](NC(=O)[C@@H]1CSC2c3ccccc3C(=O)N21)C(=O)NCc1c(F)cccc1Cl (some centres not stated)	-25	-2	1	-9	-3	0.1	4	-0.6	-14	-7	9
CCCCOC(=O)Nc1ccc(S(=O)(=O)Nc2onc(C)c2C)cc1	2	-1	-2	-1	-5	0.0	-16	0.2	-25	-1	18
CC(C(=O)OCC(=O)N1CCN(c2ccccc2)CC1)N1C(=O)c2ccccc2C1=O (configuration not stated)	11	-5	2	7	4	0.2	/	0.3	-1	2	-8
CCN(CC)c1ccc(/C=N/N2CCN(Cc3cccc4ccccc34)CC2)c(O)c1	0	-7	-3	2	16	-1.2	4	5.9	0	-8	6
O=C(COC(=O)c1ccc(F)cc1F)NC1CC1	-14	6	1	-1	9	0.2	-6	5.9	0	-2	15
COc1ccc(-c2nc3cc([N+](=O)[O-])ccc3o2)cc1OC	-27	-6	2	-1	-116	0.2	-61	-0.5	-4	6	-170
Cc1cc(CNC(=O)Cc2c(F)cccc2Cl)nn1C	-14	-8	-1	0	-56	0.2	-10	-2.2	1	-2	-69

Whole records, looked up by structure. Order of values: NR2E3 ag-1	CaV13 ICDI inh	NR2E3 ag-2	Vif inh	Peg3 promoter	aDG glyco up	TRPM1 prom inh	hiPSC survival	Granule exo inh	PDI inh	HIF-2a block
Record of O=C(COC(=O)c1ccc(F)cc1F)NC1CC1 → -14	6	1	-1	9	0.2	-6	5.9	0	-2	15
Record of COc1ccc(-c2nc3cc([N+](=O)[O-])ccc3o2)cc1OC → -27	-6	2	-1	-116	0.2	-61	-0.5	-4	6	-170
